TAAR1 antag: human TAAR1 antagonism; Q96RJ0; CHO RD-HGA16 TAAR1, Fluo-8 calcium fluorescence, antagonist; inhibition, % at 3 µM; actives 1.5% (n = 360,000); AID 624466;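 active means inhibition above a per-plate cutoff, the mean inhibition of test compounds on that plate plus 3 SD, cut at about 49% in these data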;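 further: 0% = DMSO plus EC80 beta-PEA response and 100% = DMSO alone without agonist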
Target sequence (Q96RJ0 whole entry, looked up): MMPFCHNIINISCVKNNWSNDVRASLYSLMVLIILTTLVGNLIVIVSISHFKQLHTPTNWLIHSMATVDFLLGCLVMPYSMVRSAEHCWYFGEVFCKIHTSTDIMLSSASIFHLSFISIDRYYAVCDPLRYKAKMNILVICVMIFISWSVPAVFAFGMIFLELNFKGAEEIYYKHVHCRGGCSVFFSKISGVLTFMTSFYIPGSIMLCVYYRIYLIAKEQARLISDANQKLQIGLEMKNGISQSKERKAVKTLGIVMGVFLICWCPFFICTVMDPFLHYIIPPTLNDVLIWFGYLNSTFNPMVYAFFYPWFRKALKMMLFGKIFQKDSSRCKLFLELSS
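Test system: RD-HGA16 CHO cells with stable hTAAR1 and Gα16 / Probe or stimulus: EC80 β-phenethylamine stimulus / Times: seeding 17-24 h prior, 75-min 37 °C, 30-min RT dye loading / Detection: Fluo-8 calcium-sensitive fluorescence / Read-out basis: % inhibition scaled between DMSO and EC80 PEA controls / Repeats: singlicate, one well per test compound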
GPR7 antag: antagonists of human GPR7 (neuropeptides B/W receptor 1); P48145; GPR7-expressing cells, fluorescence antagonist assay; inhibition, % at 4.4 µM; actives 1.1% (n = 290,000); in the data active means inhibition above about 16%, passing the limit was not always enough;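 further: cells stimulated with the agonist NPW; 0% = agonist with vehicle and 100% = vehicle without agonist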
Target sequence (P48145 whole entry, looked up): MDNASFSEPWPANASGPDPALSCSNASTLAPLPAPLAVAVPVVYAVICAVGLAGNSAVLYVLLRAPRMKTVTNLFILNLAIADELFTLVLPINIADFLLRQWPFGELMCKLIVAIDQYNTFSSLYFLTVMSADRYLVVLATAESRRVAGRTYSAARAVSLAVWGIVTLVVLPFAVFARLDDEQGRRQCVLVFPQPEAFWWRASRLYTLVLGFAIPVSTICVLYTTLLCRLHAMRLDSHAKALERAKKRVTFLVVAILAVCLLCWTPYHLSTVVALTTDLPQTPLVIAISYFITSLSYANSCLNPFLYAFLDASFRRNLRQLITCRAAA
CHO-K1 Ca antag: M1 antagonist counterscreen hit in parental CHO-K1 cells; actives 0.6% (n = 360,000); ATP-induced calcium, Fluo-8 fluorescence; inhibition, % at 3 µM;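 active means inhibition above a per-plate cutoff, the plate's mean sample inhibition plus 3 SD, cut at about 24% in these data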;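 further: 0% = DMSO plus EC80 ATP and 100% = DMSO alone without ATP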
CHO parental Ca: signal in parental CHO cells, OX1R antagonist counter-screen; actives 0.63% (n = 330,000); inhibition, % at 5.6 µM; AID 463079; parental CHO-K1, ATP-induced calcium, Fluo-8 fluorescence;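 active means inhibition above that plate's mean sample inhibition plus 3 SD, cut at about 26% in these data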;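 further: 0% = ATP-challenged DMSO wells and 100% = DMSO wells without ATP; some compounds past the cut are filed as inactive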
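test system = CHO parental line | reagent = ATP stimulus | measured by = intracellular calcium via Fluo-8 no-wash fluorescent dye | control set = ATP and no-ATP DMSO wells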
CHO-K1 Ca ag: M1 agonist counterscreen hit in parental CHO-K1 cells; activation, % at 3 µM; actives 0.48% (n = 360,000); Fluo-8 calcium fluorescence; scaled to maximal ATP response, vehicle zero; in the data active means activation above about 15%;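 further: untransfected CHO-K1 host cells lacking M1 receptor as counterscreen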
OXTR potentiator: human OXTR potentiation | activation, % at 3 µM | CHO-OTR cells, Fluo-8 calcium fluorescence, potentiator mode; 0% = oxytocin EC15, 100% = EC100 | actives 0.061% (n = 320,000);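 active means activation above that plate's cutoff, the mean activation of tested compounds plus 3 SD, cut at about 6.6% in these data, passing the limit was not always enough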;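 further: 100% uses oxytocin at 75 nM as the full agonist control; some results filed as inactive read as strong as hits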
Target sequence (P30559 whole entry, looked up): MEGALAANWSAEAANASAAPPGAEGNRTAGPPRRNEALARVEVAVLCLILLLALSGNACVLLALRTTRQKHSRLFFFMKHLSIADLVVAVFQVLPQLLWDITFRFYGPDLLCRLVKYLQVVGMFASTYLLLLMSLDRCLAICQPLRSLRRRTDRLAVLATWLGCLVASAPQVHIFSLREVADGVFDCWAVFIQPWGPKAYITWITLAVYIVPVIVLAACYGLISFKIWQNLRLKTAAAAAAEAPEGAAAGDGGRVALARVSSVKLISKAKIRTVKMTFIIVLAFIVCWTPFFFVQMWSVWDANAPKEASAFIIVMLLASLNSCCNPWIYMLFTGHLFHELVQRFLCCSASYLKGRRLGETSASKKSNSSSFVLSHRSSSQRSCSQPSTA
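Assay system: CHO cell line stably expressing human OTR | Also added: Oxytocin at about EC15, sub-maximal agonist stimulus | Times: Compound 6 min at room temperature before oxytocin, 100 s read | Measured by: Fluo-8 intracellular calcium fluorescence, ex 470-495, em 515-575 nm | Controls: EC15 oxytocin alone as 0%, 75 nM oxytocin as 100%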
OXTR ag: human OXTR agonism; actives 0.32% (n = 320,000); P30559; CHO-OTR cells, Fluo-8 calcium fluorescence; normalized: DMSO 0%, oxytocin 100%; activation, % at 3 µM; AID 2435;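 active means activation above the mean of all tested compounds plus 3 SD, cutoff set per screening run, cut at about 20% in these data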;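 further: peak over basal fluorescence ratio from a 100 s FLIPR kinetic read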
V1aR counter: V1a receptor agonism, counter-screen for OXTR agonists; actives 0.25% (n = 320,000); activation, % at 3 µM; AID 2797; CHO-V1R cells, Fluo-8 calcium fluorescence, agonist mode; 0% DMSO, 100% 3 nM vasopressin;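 active means activation above the mean activation of all tested compounds plus 3 SD, per screening run, cut at about 20% in these data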;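 further: signal is peak over basal fluorescence ratio across a 100 second FLIPR read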
M1 PAM parental: M1 PAM counterscreen hit in parental CHO-K1 cells | ATP EC20, Fluo-8 calcium fluorescence; 0% at ATP EC20, 100% at ATP max | actives 0.02% (n = 360,000) | activation, % at 3 µM;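 active means activation above the run cutoff, the mean activation of all test compounds plus 3 SD, cut at about 40% in these data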;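 further: peak over basal fluorescence ratio in a 140 s read after ATP addition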
Numbers without * were called inactive; · = not tested or not shown; & = joins results of further samples.

The line under a structure holds: TAAR1 antag	GPR7 antag	CHO-K1 Ca antag	CHO parental Ca	CHO-K1 Ca ag	OXTR potentiator	OXTR ag	V1aR counter	M1 PAM parental
COc1ccc(/C=C2\SC(=S)N(CCC(=O)Nc3ccccc3C(=O)O)C2=O)cc1
 : -11	-10	6	2	-0.3	-14	-0.1	0.3	11
O=C(CN1CCN(S(=O)(=O)c2ccc(Cl)cc2)CC1)NC1CCCC1
 : -8	8	-10	-18	2.2	-7	-0.5	5.3	3
CC(=O)Nc1ccc(S(=O)(=O)N(C)CC(=O)OCC(=O)c2ccc[nH]2)cc1
 : -2	·	-2	-9	-0.3	-1	-0.7	0.3	8
COc1cc(CNCCc2ccc(S(N)(=O)=O)cc2)ccc1OCC(=O)N1CCCCC1
 : 7	-1	19	-1	-0.1	-2	-0.1	1.1	-12
COC(=O)C12CC3CC(C1)CC(n1cnc(Cl)n1)(C3)C2
 : -1	-18	-8	3	0.3	-1	0.4	1.4	16
COc1cc(OC)cc(-c2c(C#Cc3ccsc3)c3cc(-c4ccc5[nH]ccc5c4)ccc3n2C)c1
 : -7	·	-10	13	0.9	-4	0.4	3.2	11
CN(Cc1cccnc1)Cc1cn(Cc2ccccc2)nc1-c1ccc2c(c1)OCO2
 : 4	-3	-3	-20	1.0	0	0.1	0.3	17
COc1ccc2nc(NC(=O)C3COc4ccccc4O3)sc2c1 (stereo not drawn)
 : 8	-8	14	-6	0.3	-7	-1.4	-0.6	-5
Cc1cccc(CCNC(=O)Cn2ncc3c([nH]c4ccccc43)c2=O)c1
 : ·	0	-7	-12	5.2	-11	-0.7	-0.5	6
CSc1nc2nc(C(F)(F)F)cc(-c3ccccc3)n2n1
 : 4	-7	8	-13	-0.3	-1	-2.1	-1.7	-5
CC(C)C[C@H]1CNC(=S)N1CC1CCCN1C[C@H](Cc1ccc(O)cc1)N1C[C@H](Cc2ccccc2)N(CC2CCCCCC2)C1=S (stereo partly drawn)
 : -7	·	-6	·	0.1	·	·	·	6
Cc1ccc(NC(=O)CN(C)C(=S)NC2CC2)cc1
 : -21	-2	-13	-3	1.7	-2	1.6	0.6	9
CCCN1C(=O)/C(=C/C=C2\N(CC)c3ccccc3C2(C)C)SC1=S
 : 23	9	-1	19	3.5	-23	7.3	13	14
O=C(/C=C/c1ccc(F)cc1)Nc1nc2ccccc2[nH]1
 : ·	-10	·	1	·	-9	-0.8	-0.8	·
Fc1ccc(SCCc2ccccn2)cc1
 : -24&-28	-7&-6	4&-6	-10&-7	-0.1&0.4	4&-3	-1.9&-1.9	-0.8&-0.9	-5&20
CCCCOc1ccc(NC2=NC3(CCCC3)N=C(N)N2)cc1
 : 18	4	-12	0	-0.1	-14	-0.7	-0.2	-3
COc1cccc(/C=C(\CC(=O)O)c2nc3ccccc3s2)c1
 : 7	-2	8	-12	-0.5	-8	2.4	1.3	-16
Clc1ccc2nc(-c3ccccc3)c(Cc3ccccc3)n2c1
 : 8	·	5	·	0.2	·	·	·	-6
CC(C)(C)NC(=O)C(c1ccncc1)N(C(=O)c1csnn1)C1CC1 (stereo not drawn)
 : 7	0	-14	-2	0.1	-1	0.0	0.3	10
O=C(CN1C(=O)S/C(=C\c2ccccc2F)C1=O)NCCCn1ccnc1
 : -9	-12	-20	1	0.5	-7	-1.3	-0.7	7
Cc1cccc(C)c1NC(=O)CN1CCc2ccccc2C1
 : -13	-4	-2	-17	0.7	-11	0.1	0.9	8
COCCCNC(=O)C1CCCN(S(=O)(=O)c2cccc3nsnc23)C1 (stereo not drawn)
 : -9	-10	-12	-12	-0.2	-2	-0.1	8.0	2
Cn1cc(Cl)c(C(=O)N/N=C/c2ccc(OS(=O)(=O)c3ccccc3)cc2)n1
 : 11	-9	-9	-15	1.9	-8	2.1	1.3	11
O=C(CCCn1c(=O)oc2ccccc21)N1CCN(c2ccc(F)cc2)CC1
 : -17	-6	-6	-21	1.8	0	-0.2	-0.1	1
CCN(c1cccc(C)c1)S(=O)(=O)c1ccc(-c2cc(C)no2)s1
 : -9	9	-11	-9	0.5	-4	-1.7	0.9	19
COC(C[C@H]1O[C@H]1[C@@H](O)[C@H](C)OCc1ccccc1)OC
 : 5	·	-1	·	0.0	·	·	·	5
Cc1cccc(OCC(=O)Nc2ccc3c(c2)C(=O)NC3=O)c1
 : 18	12	2	4	11	-6	3.8	3.1	-9
COCc1nc2oc3ccc(C)cc3c(=O)c2cc1C(=O)OC
 : -4	-2	-12	11	0.3	-2	0.0	-0.3	-15
C#CCN(C[C@@H]1[C@@H](OC(=O)NCC2CCCCC2)[C@@H](OC(=O)NCC2CCCCC2)Cn2c(=O)n(CCCCCC)c(=O)n21)S(=O)(=O)c1ccc(C)cc1
 : -26	·	-3	·	0.0	·	·	·	14
Cn1c(SCC(=O)N2CCCC2)nnc1-c1cnccn1
 : 6	0	-12	-1	-0.5	1	0.4	-0.2	20

3 compounds out of the list above, arranged by the value under GPR7 antag, ascending.
Molecule	GPR7 antag	OXTR potentiator
Cc1cccc(C)c1NC(=O)CN1CCc2ccccc2C1	-4	-11
COc1cccc(/C=C(\CC(=O)O)c2nc3ccccc3s2)c1	-2	-8
Cn1c(SCC(=O)N2CCCC2)nnc1-c1cnccn1	0	1

Further results:
The line under a structure holds: TAAR1 antag	GPR7 antag	CHO-K1 Ca antag	CHO parental Ca	CHO-K1 Ca ag	OXTR potentiator	OXTR ag	V1aR counter	M1 PAM parental
Cc1ccc(NC(=O)COC(=O)c2ccc([N+](=O)[O-])s2)c(C)c1
 : -6	11	0	-8	0.8	-9	-1.0	-0.8	6
COC(=O)Nc1ccc(SCC(=O)c2ccc(Cl)cc2)cc1
 : -8	-8	-8	-16	0.9	-10	-1.0	0.1	2
COc1ccc(/C=C/c2cc(O)cc(OC3OC(CO)C(O)C(O)C3O)c2)cc1 (stereo not drawn)
 : -18	·	7	·	0.0	·	·	·	-1
Cc1cc(C)n(C(N)=NC(=O)c2ccc([N+](=O)[O-])cc2)n1
 : -17	-1	-10	-2	0.1	-11	-0.8	0.9	1
CCOC(=O)NNc1ccc2nonc2c1[N+](=O)[O-]
 : ·	-7	·	-13	·	-5	-0.8	1.8	·
COc1ccc(NC(=O)C2(C)CCN2C(=O)CC2CCCC2)cc1OC (stereo not drawn)
 : -32	·	-24	·	0.9	·	·	·	27
Cc1cnc(NC(=O)CCCSc2nc3ccccc3s2)s1
 : 61*	5	-10	-1	0.1	-6	-1.5	0.4	17
Cc1nc2nc(CSc3nc4ccccc4s3)cc(=O)n2[nH]1
 : -16	-9	-6	-18	0.4	-14	0.2	0.3	-5
CSc1ncc(Cl)c(C(=O)Nc2ccc(NC(C)=O)cc2)n1
 : 6	-15	-1	-1	0.4	7	0.1	0.1	11
COc1ccc(-c2ccc(CN3C(C)C(=O)N(Cc4cn(CC5CCCCC5)nn4)CCS3(=O)=O)cc2)cc1 (stereo not drawn)
 : -22	·	25*	·	-0.5	·	·	·	-15
OC(c1ccc(Cl)c(Cl)c1)c1ncc(-c2cccc(F)c2)[nH]1 (stereo not drawn)
 : 16	·	-5	·	3.1	·	·	·	15
CCNC(=O)NC(=O)C(C)Sc1ncc(C(F)(F)F)cc1Cl (stereo not drawn)
 : 5	5	2	-14	-0.8	-4	-1.3	-1.0	5
CCOCCCN(C(=O)Cn1nnc(-c2ccc(C)o2)n1)C(C(=O)NC1CCCC1)c1ccc(C)o1 (stereo not drawn)
 : -15	-5	-7	·	-0.5	·	·	·	-2
CC(C)[C@H](NS(=O)(=O)c1ccccc1)C(=O)OCC(=O)NCc1ccc2c(c1)OCO2
 : 14	·	-14	-22	1.1	1	0.9	0.5	11
CCN(Cc1ccccc1)C(=O)CC1Oc2ccccc2NC1=O (stereo not drawn)
 : 4	6	-13	-2	1.5	2	-0.7	0.1	9
CC(C)(C)OC(=O)NCCCC[C@@H](C(=O)NCCCCCCCCCCC(=O)N1CCN(C(=O)OC(C)(C)C)CC1)n1cc(CCCC(=O)O)nn1
 : 26	·	-2	-13	0.0	-4	1.0	0.2	5
CC1CCN(C(=O)CN2C(=O)C(=O)c3ccccc32)CC1
 : ·	0	-1	1	1.3	2	-0.3	0.5	26
CC(C)(C)NC(=O)NC(=O)CN1CCN(S(=O)(=O)c2ccc3c(c2)CCCC3)CC1
 : 20	·	-12	-25	2.6	-10	-2.7	-0.8	-2
Cc1cccc(/C=C2/Sc3ccc(C(=O)NCCN4CCCC4)cc3NC2=O)c1
 : -15	8	-8	-25	0.7	-2	-0.8	-0.3	8
O=C(NCCC1=CCCCC1)C1CCN(S(=O)(=O)c2ccc(-n3cnnn3)cc2)CC1
 : 7	-4	-8	·	1.0	·	·	·	11
CCCCCCN1C[C@@H](n2cc(COC(=O)c3ccccc3)nn2)[C@H](O)C[C@@H]1c1ccc(OC)cc1
 : 16	·	5	·	-0.3	·	·	·	2
COc1ccc(S(=O)(=O)N2CCN(CCc3ccccc3)CC2)c(OC)c1
 : -5	7	-6	-3	9.6	-17	4.7	5.9	18
CC(=O)N/C(=C\c1ccccc1)C(=O)OCC(=O)N1CCCCCC1
 : -5	11	-2	-13	0.8	0	-0.6	1.3	-5
Brc1ccc(NC(c2ccccc2)c2ccncc2)cc1 (stereo not drawn)
 : 1	9	3	-6	1.1	-11	-0.8	0.6	7
CC[C@]1(C(=O)OC)[C@H]2C(=O)N(C)C(=O)[C@H]2[C@H]2CN=C(SCC3CC3)N21
 : 3	·	-14	1	0.1	·	·	·	15
O=C(CN1CCOCC1)Nc1ccccc1Sc1ccccc1
 : 18	3	11	-3	3.4	-12	0.7	-0.7	3
CCOC(=O)c1cc(NC(=O)OC)c(C)nc1C
 : -3	-12	-7	-10	0.5	-5	-1.1	0.8	25
Cc1ccc(S(=O)(=O)NCCc2nnc3ccc(SCC(=O)Nc4nc(C)cs4)nn23)cc1
 : 1	1	-1	7	0.2	-3	0.9	0.6	10
CC(C)CNC(=O)C(=O)Nc1ccc(N(C)C)cc1
 : 3	-6	-3	-6	0.5	-13	0.6	1.3	-7
Cc1onc(-c2ccccc2Cl)c1C(=O)OCC(=O)Nc1cccc(S(=O)(=O)N(C)C)c1
 : -24	8	5	-3	6.1	-12	3.2	4.1	8
Cn1c(SCC(=O)NC2CC2)nnc1-c1ccc(Cl)cc1
 : -5	·	8	-12	-0.5	-6	0.0	-0.4	10
COC(=O)[C@H](CCSC)NC(=O)c1cccnc1SC
 : -11	1	-4	-4	0.7	-3	-1.0	-0.7	6
COc1ccc(C/C(N)=N/OC(=O)c2cccs2)cc1
 : -13	-19	-15	-13	1.2	-13	-0.8	0.2	19

Screens (PubChem BioAssay)
